IAP activation – activators of mouse IAP, confirmation, biochemical, luminescence, single concentration (AID 434970); intestinal alkaline phosphatase [Mus musculus]; activity change, negative = activation, % at 10 µM; 11,000 compounds, 2.9% hits; purified mouse IAP, CDP-Star luminescence, 30 min; stronger effect = lower value; in the data active means activity change below about -85%;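 further: percent relative to enzyme plus DMSO wells and wells without enzyme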
IAP activation Fold change – further read-out of IAP activation, marked with its call; activation factor; measured here: IAP activation factor; stronger effect = higher value;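 fold luminescence change scaled to plate control wells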
* = called active by the depositor.

Results for CN(C)S(=O)(=O)c1cccc(C(=O)OCC(=O)Nc2sccc2C(N)=O)c1 ?
IAP activation: 0; IAP activation Fold change: 1

What do the screens show for `COC(=O)CSc1nc(N)c(C#N)c(C(C)C)c1C#N`?
IAP activation: 1; IAP activation Fold change: 0.99

How did O=C(O)CSc1nnc(-c2ccccc2O)n1Cc1ccccc1 do in these assays?
IAP activation: 7; IAP activation Fold change: 0.93

What do the screens show for `Cc1nc2cc(Cl)c(Cl)cc2nc1C`?
IAP activation: 9; IAP activation Fold change: 0.91

Results for CC(C)c1ccc(NC(=O)COc2ccc(S(=O)(=O)N3CCOCC3)cc2)cc1 ?
IAP activation: 0; IAP activation Fold change: 0.99

How did CC(=O)c1cc(C(=O)Nc2ccc(C(=O)O)cc2)oc1C do in these assays?
IAP activation: 5; IAP activation Fold change: 0.95

Results for Cc1ccc(NC(=O)CCNS(=O)(=O)c2cccc3nonc23)cc1 ?
IAP activation: -1; IAP activation Fold change: 1

How did CCOC(=O)C1CN(S(=O)(=O)c2ccc(C)cc2)C1 do in these assays?
IAP activation: -4; IAP activation Fold change: 1

How did CCCn1c(N)c(C(=O)CN2CCN(S(=O)(=O)c3cccs3)CC2)c(=O)[nH]c1=O do in these assays?
IAP activation: -9; IAP activation Fold change: 1.1

What do the screens show for `COc1ccc(CC(=O)n2nc(-c3cccnc3)nc2N)cc1`?
IAP activation: -2; IAP activation Fold change: 1

Next section, overlapping the part above by 2 compounds.
How did CCCn1c(N)c(C(=O)CN2CCN(S(=O)(=O)c3cccs3)CC2)c(=O)[nH]c1=O do in these assays?
IAP activation: -9; IAP activation Fold change: 1.1

What do the screens show for `COc1ccc(CC(=O)n2nc(-c3cccnc3)nc2N)cc1`?
IAP activation: -2; IAP activation Fold change: 1

How did CC(C)N(C(=O)[C@H]1C[C@H](CC(=O)NC(C)(C)C)C(=O)N2CCc3c([nH]c4cc(CCC(=O)N(C)C)ccc34)[C@]12C)C(C)C do in these assays?
IAP activation: -11; IAP activation Fold change: 1.1

How did Cc1nnc(SCC(=O)N2CCCCC2)n1CC1CCCO1 (configuration not stated) do in these assays?
IAP activation: 8; IAP activation Fold change: 0.92

Results for Cc1ccc(S(=O)(=O)NCCCNS(=O)(=O)c2ccccc2Br)cc1 ?
IAP activation: 0; IAP activation Fold change: 1

Results for O=C(CCN1C(=O)/C(=C/c2ccco2)SC1=S)Nc1ccc(C(=O)O)c(O)c1 ?
IAP activation: 78; IAP activation Fold change: 0.22

Results for COc1cc(/C=C(\C#N)c2nc3ccccc3[nH]2)cc(Br)c1OCc1ccc(F)cc1 ?
IAP activation: 4; IAP activation Fold change: 0.96

How did Fc1ccc2nc(Nc3nc4c(s3)CCCC4)sc2c1 do in these assays?
IAP activation: -6; IAP activation Fold change: 1.1

What do the screens show for `CC1(C)CC(=O)C(C=NCCN2CCN(C(=O)c3ccc(F)cc3)CC2)=C(O)C1`?
IAP activation: -5; IAP activation Fold change: 1

What do the screens show for `COc1ccc(NC(=O)C2CCCN2C(=O)NCc2ccccc2)c(OC)c1` (configuration not stated)?
IAP activation: -1; IAP activation Fold change: 1

How did CCOc1ccc2c(C)c(C(=O)O)oc2c1OCC do in these assays?
IAP activation: -7; IAP activation Fold change: 1.1

Results for CCOC(=O)C1(C)/C(=N/Nc2ccccc2)C(=O)C(=O)N1c1ccccc1 (configuration not stated) ?
IAP activation: 12; IAP activation Fold change: 0.88

Structures above that have an aryl thioether with sulfur outside any ring, in the order listed:
What do the screens show for `COC(=O)CSc1nc(N)c(C#N)c(C(C)C)c1C#N`?
IAP activation: 1; IAP activation Fold change: 0.99

How did O=C(O)CSc1nnc(-c2ccccc2O)n1Cc1ccccc1 do in these assays?
IAP activation: 7; IAP activation Fold change: 0.93

How did Cc1nnc(SCC(=O)N2CCCCC2)n1CC1CCCO1 (configuration not stated) do in these assays?
IAP activation: 8; IAP activation Fold change: 0.92

The list continues:
Results for O=C(CSc1nnc(-c2n[nH]c3ccccc23)n1-c1ccccc1)Nc1cccc(Cl)c1 ?
IAP activation: -7; IAP activation Fold change: 1.1

Results for COc1ccc(Cl)cc1N1C(=O)[C@@H]2C(c3cccc(OC)c3OC)=NO[C@@H]2C1=O ?
IAP activation: 0; IAP activation Fold change: 1

Results for COc1ccc(CNC(=O)C[C@H]2C[C@H](C(=O)N3CCOCC3)[C@@]3(CCC4CCCC4)c4[nH]c5ccc(Cl)cc5c4CCN3C2=O)cc1OC ?
IAP activation: -16; IAP activation Fold change: 1.2

What do the screens show for `COc1ccc(S(=O)(=O)N2CCN(c3ncnc4c(-c5ccccc5)nsc34)CC2)cc1`?
IAP activation: 9; IAP activation Fold change: 0.91

What do the screens show for `COc1ccccc1C(=O)Nc1cc2cc(Cl)ccc2oc1=O`?
IAP activation: 2; IAP activation Fold change: 0.98

What do the screens show for `OCCN1CCN(C(=S)NCCc2ccccc2)CC1`?
IAP activation: 6; IAP activation Fold change: 0.94

How did O=C(c1ccco1)N1CCN(C(=O)C2CCN(S(=O)(=O)Cc3ccccc3)CC2)CC1 do in these assays?
IAP activation: 6; IAP activation Fold change: 0.94

What do the screens show for `CC(C/C=N/NC(=O)COc1cc(Cl)ccc1Cl)c1ccccc1` (configuration not stated)?
IAP activation: -6; IAP activation Fold change: 1.1

How did C/C(Cl)=C\CNC(C)c1ccccc1 (configuration not stated) do in these assays?
IAP activation: 3; IAP activation Fold change: 0.97

How did Cc1ccc(C)c(NC(=S)NC2CC3CCCC(C2)N3CC(C)C)c1 (configuration not stated) do in these assays?
IAP activation: -24; IAP activation Fold change: 1.2

How did Cc1ccc(NC(=O)C2CC(=O)Nc3nc4ccccc4n32)c(C)c1 (configuration not stated) do in these assays?
IAP activation: -157*; IAP activation Fold change: 2.6*

Results for CCOC(=O)C1CCN(C(=O)c2cnn3c(C)cc(C)nc23)CC1 ?
IAP activation: 2; IAP activation Fold change: 0.98

What do the screens show for `Cc1ccc(C)c(OCC(=O)N/N=C/c2c(C)nn(-c3ccccc3)c2Cl)c1`?
IAP activation: -2; IAP activation Fold change: 1

What do the screens show for `Clc1ccc2oc(-c3ccccc3)nc2c1`?
IAP activation: 10; IAP activation Fold change: 0.9

Results for CC(=O)Nc1ccc2c(c1)nc(CCN1CCOCC1)n2C ?
IAP activation: -6; IAP activation Fold change: 1.1

What do the screens show for `O=C(NCc1ccncc1)c1nnc(Cc2c(F)cccc2Cl)o1`?
IAP activation: 5; IAP activation Fold change: 0.95

How did CC(=O)Nc1ccc(N=Cc2nc(-c3ccc(C)cc3)oc2O)cc1 do in these assays?
IAP activation: 11; IAP activation Fold change: 0.89

Results for CCOc1ccccc1NC(=O)N1C2CCCC1CC(NC(=O)C1CC1)C2 (configuration not stated) ?
IAP activation: -5; IAP activation Fold change: 1.1

What do the screens show for `Cc1ccc(-c2csc(NC(=O)COC(=O)c3cccc(S(=O)(=O)N4CCOCC4)c3)n2)cc1`?
IAP activation: -6; IAP activation Fold change: 1.1

How did CC(C)n1c(CN2CCN(C)CC2)nc2c1c(=O)n(C)c(=O)n2C do in these assays?
IAP activation: 7; IAP activation Fold change: 0.93

What do the screens show for `C=CCOc1ccc(CNc2nn[nH]n2)cc1`?
IAP activation: -7; IAP activation Fold change: 1.1

Results for CCCCN1CCc2c([nH]c3c(C)cccc23)C1=O ?
IAP activation: -6; IAP activation Fold change: 1.1

How did COc1ccc2[nH]c3c(c2c1)CCN1C(=O)C(CC(=O)NCc2cccc(C(F)(F)F)c2)C[C@H](C(=O)N(C(C)C)C(C)C)[C@@]31C (some centres not stated) do in these assays?
IAP activation: -23; IAP activation Fold change: 1.2

What do the screens show for `CCC(C)NC(=O)Cn1c(=O)n(-c2ccccc2)c(=O)c2ccc(C(=O)NCc3ccco3)cc21` (configuration not stated)?
IAP activation: -1; IAP activation Fold change: 1

How did O=C1OCCN1C(=O)[C@H]1[C@H](c2ccc([N+](=O)[O-])cc2)C(c2ccc(F)cc2)=NN1c1ccccc1 do in these assays?
IAP activation: 6; IAP activation Fold change: 0.94

Results for CCOC(=O)Nc1cccc(OCC(=O)Nc2ccc(OC)cc2OC)c1 ?
IAP activation: -10; IAP activation Fold change: 1.1

What do the screens show for `COc1ccc2nc(N3CCCC3)c(C#N)cc2c1`?
IAP activation: 5; IAP activation Fold change: 0.95

Results for COc1ccc2[nH]c3c(c2c1)CCN1C(=O)C(CC(=O)NCc2ccco2)C[C@H](C(=O)N2CCCCC2)[C@@]31C (some centres not stated) ?
IAP activation: 0; IAP activation Fold change: 1

What do the screens show for `O=c1[nH]c2ccccc2c(=O)n1Cc1ccccc1`?
IAP activation: 4; IAP activation Fold change: 0.96

Results for CC(C(=O)NCc1ccc2c(c1)OCO2)N1c2cccc3cccc(c23)S1(=O)=O (configuration not stated) ?
IAP activation: -3; IAP activation Fold change: 1

Among those listed so far, these have a cyano group.
What do the screens show for `COC(=O)CSc1nc(N)c(C#N)c(C(C)C)c1C#N`?
IAP activation: 1; IAP activation Fold change: 0.99

Results for COc1cc(/C=C(\C#N)c2nc3ccccc3[nH]2)cc(Br)c1OCc1ccc(F)cc1 ?
IAP activation: 4; IAP activation Fold change: 0.96

What do the screens show for `COc1ccc2nc(N3CCCC3)c(C#N)cc2c1`?
IAP activation: 5; IAP activation Fold change: 0.95

(continued)
Results for CCN(CC)C(=O)[C@H]1C[C@H](CC(=O)NCc2cccc(C(F)(F)F)c2)C(=O)N2CCc3c([nH]c4ccc(Cl)cc34)[C@]12C ?
IAP activation: -16; IAP activation Fold change: 1.2

What do the screens show for `O=S(=O)(NCc1ccccc1)c1ccccc1NCc1ccc(Cl)cc1`?
IAP activation: -39; IAP activation Fold change: 1.4

Results for CC(Oc1ccc(Br)cc1)C(=O)N1CCc2ccccc21 (configuration not stated) ?
IAP activation: -16; IAP activation Fold change: 1.2

How did Cn1c(CNC(=O)c2ccccc2)nnc1SCC(=O)N1CCN(c2ccccc2)CC1 do in these assays?
IAP activation: -15; IAP activation Fold change: 1.1

How did COc1ccccc1NC(=O)C1C2CCCCC21 (configuration not stated) do in these assays?
IAP activation: 2; IAP activation Fold change: 0.98

How did CCCCn1c(=S)[nH]c2ncccc2c1=O do in these assays?
IAP activation: 7; IAP activation Fold change: 0.93

How did CCn1cc(C(=O)O)c(=O)c2cc(Br)ccc21 do in these assays?
IAP activation: -9; IAP activation Fold change: 1.1

What do the screens show for `CN(C)c1cccc(-c2nnc(SCCCC#N)o2)c1`?
IAP activation: 8; IAP activation Fold change: 0.92

Results for COc1ccc(Cl)cc1N(CC(=O)Nc1ccc2c(c1)OCO2)S(C)(=O)=O ?
IAP activation: -10; IAP activation Fold change: 1.1

What do the screens show for `O=C(NN1C(=O)/C(=C/C=C/c2ccco2)SC1=S)c1ccccc1O`?
IAP activation: 93; IAP activation Fold change: 0.067

How did COc1ccc(/C=C/C(=O)CC(O)(c2ccccc2)C(F)(F)F)cc1 (configuration not stated) do in these assays?
IAP activation: -1; IAP activation Fold change: 1

Results for CCOC(=O)CSC1=NC(=O)CS1 ?
IAP activation: 29; IAP activation Fold change: 0.71

Results for O=C(O)CCN1C(=O)/C(=C\c2ccc(-c3nc4ccccc4s3)o2)SC1=S ?
IAP activation: 62; IAP activation Fold change: 0.38

Results for CC1=C(C)CC(C(=O)N2CCN(Cc3ccccc3)CC2)C(C(=O)O)C1 (configuration not stated) ?
IAP activation: 1; IAP activation Fold change: 0.99

How did COc1ccc(Nc2ncc(C(=O)N3CCN(Cc4ccccc4)CC3)c3ccccc23)cc1 do in these assays?
IAP activation: 5; IAP activation Fold change: 0.95

How did CCOc1ccc(NC(=O)Cn2nnc(-c3ccccc3NC(=O)CC)n2)cc1 do in these assays?
IAP activation: -9; IAP activation Fold change: 1.1

What do the screens show for `CCC(=O)Nc1ccc2c(c1)nc(CCN1CCN(C)CC1)n2C`?
IAP activation: 6; IAP activation Fold change: 0.94

How did O=C(CSc1nc(-c2ccccc2)cs1)N1CCN(C(=O)c2ccco2)CC1 do in these assays?
IAP activation: -8; IAP activation Fold change: 1.1

What do the screens show for `CCc1nc2oc3ccccc3c(=O)c2c(=O)n1CCOC`?
IAP activation: 8; IAP activation Fold change: 0.92

How did CCOC(=O)N1CCN(c2nc(-c3ccc(F)cc3)cs2)CC1 do in these assays?
IAP activation: 12; IAP activation Fold change: 0.88

Sorted by heavy-atom count (highest first): part of the list above
How did COc1ccc(Nc2ncc(C(=O)N3CCN(Cc4ccccc4)CC3)c3ccccc23)cc1 do in these assays?
IAP activation: 5; IAP activation Fold change: 0.95

How did CCOc1ccc(NC(=O)Cn2nnc(-c3ccccc3NC(=O)CC)n2)cc1 do in these assays?
IAP activation: -9; IAP activation Fold change: 1.1

How did CCOC(=O)N1CCN(c2nc(-c3ccc(F)cc3)cs2)CC1 do in these assays?
IAP activation: 12; IAP activation Fold change: 0.88

New compounds follow
How did COc1ccc2c(-c3ccc(OCCN4CCOCC4)cc3)c(-c3ccccc3OC)sc2c1 do in these assays?
IAP activation: -8; IAP activation Fold change: 1.1

Results for COC(=O)c1ccc(N2CCN(S(=O)(=O)c3ccc4ccccc4c3)CC2)c([N+](=O)[O-])c1 ?
IAP activation: 11; IAP activation Fold change: 0.89

Results for Cc1cccc(NC(=S)NC(C)CCc2ccccc2)c1 (configuration not stated) ?
IAP activation: -15; IAP activation Fold change: 1.1

What do the screens show for `CCn1c(SCC(=O)N(Cc2ccccc2)C2CCS(=O)(=O)C2)nc2ccccc2c1=O` (configuration not stated)?
IAP activation: 4; IAP activation Fold change: 0.96

What do the screens show for `CC[C@]12c3[nH]c4cc(CCC(=O)N(C)C)ccc4c3CCN1C(=O)[C@@H](CC(=O)NC/C=C(\C)CCC=C(C)C)C[C@@H]2C(=O)N1CCN(C(=O)c2ccco2)CC1`?
IAP activation: -9; IAP activation Fold change: 1.1

How did CC(C)c1[nH]nc2c1C(Cc1ccccc1)C(C#N)=C(N)O2 (configuration not stated) do in these assays?
IAP activation: -2; IAP activation Fold change: 1

How did O=C(CN1CCC(n2nnc3cc(F)ccc32)CC1)NC1CC1 do in these assays?
IAP activation: -2; IAP activation Fold change: 1

Results for COc1ccc(N2CC(C(=O)Nc3ccccc3C(=O)NCc3ccco3)CC2=O)cc1 (configuration not stated) ?
IAP activation: 5; IAP activation Fold change: 0.95

How did COc1ccc(-c2ccc(-c3cc(=O)oc4cc(OC)c(OC)c(OC)c34)cc2)cc1OC do in these assays?
IAP activation: -2; IAP activation Fold change: 1

This is a subset (hit frequency here may not be typical).
